hgDAF12 agonist – hgDAF-12 agonism, primary luciferase screen | HEK293 GAL4-hgDAF12 UAS-luciferase reporter, agonist luminescence; normalized to butyrate control | activation, % at 6.8 µM | 370,000 compounds, 1.8% hits | AID 687014;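 active = activation above a cutoff set at the mean of all screened compounds plus 3 SD, cut at about 10% in these data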;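 note: 0% = DMSO wells and 100% = sodium butyrate wells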
HGIII-sPLA2 inh – Blocks human group III sPLA2 activity; QFRET BODIPY PC-A2 liposome hydrolysis, fluorescence; 370,000 compounds, 0.56% hits; Q9NZ20; AID 743126; inhibition, % at 12.2 µM;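 active = inhibition above mean plus 3 SD of compounds lying within the high and low control bounds, cut at about 19% in these data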;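 note: 0% = median of test compound wells and 100% = no enzyme DMSO wells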
ssDAF-12 act – activates DAF-12 receptor from parasite S. stercoralis. HEK293 ssDAF-12/GRIP1 lit1-tk-luc reporter, luminescence; % of 3 µM dafachronic acid response. activation, % at 6.8 µM. 370,000 compounds, 1% hits;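 active = activation above the mean over all tested compounds plus 3 SD, cut at about 0.9% in these data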;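 note: 0% = DMSO-only wells and 100% = 3 µM delta7-dafachronic acid wells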
GAA850 FXN act – frataxin GAA850 promoter activation; 360,000 compounds, 0.56% hits; HEK293 lucGAA850 FXN promoter luciferase reporter, 24 h; percent of 10 µM SAHA response; activation, % at 6 µM;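 active = activation above the average of all compounds screened plus 3 SD, cutoff fixed separately per campaign, cut at about 7.5% in these data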;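 note: 0% = DMSO wells and 100% = 10 µM SAHA wells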
hcDAF12 agonist – activators of H. contortus DAF-12 nuclear receptor | HEK293 hcDAF-12 lit1-tk-luc reporter, luminescence; 0% DMSO, 100% Δ7-dafachronic acid | 370,000 compounds, 1.4% hits | activation, % at 6.8 µM;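 active = activation above the mean of all tested compounds plus 3 SD, cut at about 5.5% in these data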;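 note: 100% = response to 3 µM Δ7-dafachronic acid high control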
PLCg1 inh – inhibitors of human phospholipase C gamma1. 370,000 compounds, 0.84% hits. P19174. inhibition, % at 12.2 µM. purified PLC-gamma1, fluorogenic substrate, fluorescence; in the data active = inhibition above about 9.5%
PLCb3 inh – blocks human PLC-beta3 enzyme activity; Purified PLC-beta3, fluorogenic substrate, fluorescence; inhibition, % at 12.2 µM; 370,000 compounds, 0.18% hits; in the data active = inhibition above about 11%;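 note: 0% = median of compound wells on plate and 100% = full blocker control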
DAX1 inh-1 – NR0B1 (DAX1) inhibition. P51843. 340,000 compounds, 0.99% hits. inhibition, % at 6.75 µM. AID 504766. HEK293 Gal4-DAX1 luciferase reporter, luminescence;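 active = inhibition above the mean over all tested compounds plus 3 SD, cut at about 4.2% in these data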;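 note: 0% = DAX1-transfected cells with DMSO and 100% = empty-vector control cells with DMSO; inhibition shows as a rise in luminescence from relieved DAX1 repression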
Target sequence (P51843 207-470 limits assumed): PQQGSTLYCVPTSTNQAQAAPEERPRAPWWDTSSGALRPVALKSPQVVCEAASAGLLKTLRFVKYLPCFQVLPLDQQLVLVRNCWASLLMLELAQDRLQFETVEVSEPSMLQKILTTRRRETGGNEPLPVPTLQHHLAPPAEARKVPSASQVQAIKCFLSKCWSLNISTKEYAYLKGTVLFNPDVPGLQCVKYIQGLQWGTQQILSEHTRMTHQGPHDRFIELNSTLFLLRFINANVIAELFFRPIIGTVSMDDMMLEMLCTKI
ADAM17 inh – ADAM17 inhibition, QFRET primary screen; P78536; recombinant ADAM17, EDANS/DABCYL FRET peptide cleavage; inhibition, % at 6.95 µM; 370,000 compounds, 0.83% hits; AID 720648;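 active = inhibition above the mean of compounds lying between control limits plus 3 SD, set per campaign, cut at about 8.5% in these data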;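 note: 0% = DMSO-only wells as the low control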
ADAM10 inh – inhibits human ADAM10 | inhibition, % at 7 µM | 370,000 compounds, 0.62% hits | recombinant ADAM10, EDANS/DABCYL FRET peptide cleavage, 3 h;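 active = inhibition above a per-campaign cutoff equal to the mean of compounds falling between control-based bounds plus 3 SD, cut at about 20% in these data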;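 note: 0% = DMSO wells while the 100% control is not disclosed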
Target sequence (O14672 214-748 limits assumed): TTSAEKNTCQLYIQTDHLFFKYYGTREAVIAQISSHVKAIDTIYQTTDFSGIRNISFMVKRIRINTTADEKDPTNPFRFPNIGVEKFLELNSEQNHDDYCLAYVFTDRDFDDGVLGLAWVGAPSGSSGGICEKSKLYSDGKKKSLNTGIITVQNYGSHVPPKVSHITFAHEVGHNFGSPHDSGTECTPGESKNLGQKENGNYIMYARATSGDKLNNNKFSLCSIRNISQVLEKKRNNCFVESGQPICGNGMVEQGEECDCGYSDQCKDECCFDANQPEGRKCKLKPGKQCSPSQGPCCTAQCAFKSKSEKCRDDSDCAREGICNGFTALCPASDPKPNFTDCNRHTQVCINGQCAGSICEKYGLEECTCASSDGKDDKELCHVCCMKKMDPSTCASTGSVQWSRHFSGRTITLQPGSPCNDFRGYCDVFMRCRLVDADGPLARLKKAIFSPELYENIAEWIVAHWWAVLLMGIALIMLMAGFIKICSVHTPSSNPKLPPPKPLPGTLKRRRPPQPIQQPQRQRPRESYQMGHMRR
DAX1 inh-2 – inhibitors of DAX1 repression of SF-1 activated StAR promoter; HEK293T StAR-luciferase reporter, SF-1/DAX-1 repression relief; 370,000 compounds, 1.1% hits; inhibition, % at 6.8 µM; AID 652010;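 active = inhibition above the mean over all tested compounds plus 3 SD, cut at about 3.6% in these data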;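 note: 0% = DAX-1 cells with DMSO and 100% = cells lacking DAX-1 with DMSO; higher inhibition means more luminescence from relief of DAX-1 repression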
An asterisk follows results filed as active; i = inactive; x = no result given.

SMILES	hgDAF12 agonist	HGIII-sPLA2 inh	ssDAF-12 act	GAA850 FXN act	hcDAF12 agonist	PLCg1 inh	PLCb3 inh	DAX1 inh-1	ADAM17 inh	ADAM10 inh	DAX1 inh-2
CSc1ccccc1NC(=O)COC(=O)c1ccccc1O	0.3	0.7	-1.3	2.2	-0.5	-1.9	-3.4	-0.8	-14.5	-18.2	-0.5
CC(C)c1ccccc1NC(=O)Nc1nc(C(N)Cc2ccc(C(F)(F)F)cc2)cs1 (centres undefined)	1.7	9.0	0.0	-2.3	0.4	3.5	-0.5	x	-1.0	-3.1	-1.0
Cc1cccc(C)c1-n1nnnc1C(c1cc2ccccc2o1)N1CCN(C/C=C/c2ccccc2)CC1 (centres undefined)	-2.0	-5.0	-0.6	x	-0.2	-3.4	-0.1	x	2.3	-1.4	-0.8
O=C(N/N=C/c1ccc2ccccc2c1)c1ccc(COc2ccc3c(c2)CCC3)o1	2.7	3.7	-0.6	1.8	-0.9	-1.5	-0.1	0.5	-2.3	0.6	-0.8
N#CCCN(C(=O)c1ccco1)c1ccccc1	0.5	-0.8	-0.8	-1.7	1.1	0.9	-0.5	1.0	1.8	-3.9	0.3
CSCCC(NC(=O)c1cccc([N+](=O)[O-])c1)C(=O)OCC(=O)N1CCCC1=O (centres undefined)	-0.3	4.2	-0.8	3.0	0.1	-2.0	-2.8	-0.2	-0.2	4.0	-0.9
COc1ccc(C2CC(c3ccc(C)cc3)Nc3nc(N)nn32)cc1 (centres undefined)	-1.0	4.0	-1.4	2.1	-0.3	-2.2	-4.9	-1.1	-0.2	-3.4	0.0
Cc1cn(-c2ccc(Br)cc2)[nH]c1=O	5.4	9.2	-0.3	1.6	0.2	-4.0	-5.3	0.7	-4.4	-7.1	0.8
Oc1c(N=Nc2ccccc2)sc2ccccc12	12.6*	4.5	3.5*	5.0	18.1*	-8.1	-16.8	3.1	-1.3	9.6	5.5*
Cc1ccc(OCC(=O)NS(=O)(=O)c2ccc(Cl)cc2)cc1	0.5	-7.1	-1.4	-0.7	-0.3	-4.5	-15.7	-0.3	-4.0	-7.3	-0.5
Cc1c(-c2nnc(-c3ccc(C(F)(F)F)cc3)o2)cnn1-c1ccccc1	2.1	6.8	-0.7	-0.1	-1.8	-1.7	0.5	-0.1	-2.0	0.7	-0.5
COc1ccc(CNC(=O)c2c(-c3cc(Cl)c(OC)c(Cl)c3)noc2C)cc1	-0.4	10.0	0.2	10.0*	-0.9	-1.9	0.1	0.8	-0.4	-7.7	-0.2
Cc1nc2ccc(NC(=O)C3CCCCC3)cc2s1	3.8	0.9	-1.5	2.6	-0.6	4.8	-7.0	1.2	-1.5	-11.6	1.3
Cc1ccc(COc2ccsc2C(=O)NN)cc1	6.8	-6.7	-1.3	4.5	-1.1	-5.2	-7.7	-0.4	0.6	2.1	0.8
COc1cc(OC)c(OC)cc1/C=N/NC(=O)C[n+]1ccccc1	3.2	3.7	-1.2	0.6	-0.4	0.9	-0.8	-0.3	1.2	1.0	-0.6
Fc1ccc(C(c2nnnn2Cc2cccs2)N2CCN(C3CCCCC3)CC2)cc1 (centres undefined)	0.2	-11.7	-0.9	-5.0	0.4	8.8	5.9	-0.4	6.5	9.8	0.1
COc1ccc(-c2nc(N)n[nH]2)cc1	1.1	0.7	-0.9	3.4	-0.2	0.9	1.2	1.0	-4.8	-2.2	0.0
Cc1ccc(-c2nn(-c3ccccc3)cc2C=O)o1	13.4*	0.8	0.0	3.8	3.2	-38.2	-53.9	0.8	-6.2	-7.3	3.6
COc1ccc(-c2csc(NC(=O)c3c(OC)cccc3OC)n2)cc1	-3.0	-0.9	-1.3	-0.4	0.0	-7.6	-20.0	-0.6	2.0	29.8*	0.3
Cc1ccsc1C(C(=O)NC1CCCCC1)N(C(=O)Cc1cccs1)C1CC1 (centres undefined)	-3.1	-6.0	-1.7	-3.1	-0.3	-0.3	4.5	0.3	0.1	2.8	-0.2
O=C(C1CCN(S(=O)(=O)c2ccccc2)CC1)N1CCN(Cc2ccccc2)CC1	1.4	1.4	-0.8	1.3	-1.5	-0.3	-4.4	-0.3	-3.8	-5.5	0.0
Cc1cc(C(=O)c2ccccc2)cc(C)c1O	5.0	-2.1	-0.7	0.2	-1.2	0.2	7.6	0.2	0.5	-1.0	-0.5
O=C1Nc2ccc(S(=O)(=O)NCC3CCCO3)c3cccc1c23 (centres undefined)	-0.6	3.5	-0.7	1.7	2.4	i	i	1.7	-385.8	i	-1.2
CC(C)C(=O)Nc1ccc(S(=O)(=O)Nc2ccccn2)cc1	-0.6	0.5	-0.5	1.1	-0.2	-5.0	-9.3	0.8	-2.2	-0.9	-0.5
NC1(C#Cc2ccc3oc(=O)c(-n4cc(C5(O)CCCCC5)nn4)cc3c2)CCCCC1	0.8	8.8	-1.0	1.2	-1.9	-24.1	-31.1	0.1	-7.5	-20.1	0.4

The closing 4 entries of the part above open the next one:
SMILES	hgDAF12 agonist	HGIII-sPLA2 inh	ssDAF-12 act	GAA850 FXN act	hcDAF12 agonist	PLCg1 inh	PLCb3 inh	DAX1 inh-1	ADAM17 inh	ADAM10 inh	DAX1 inh-2
Cc1cc(C(=O)c2ccccc2)cc(C)c1O	5.0	-2.1	-0.7	0.2	-1.2	0.2	7.6	0.2	0.5	-1.0	-0.5
O=C1Nc2ccc(S(=O)(=O)NCC3CCCO3)c3cccc1c23 (centres undefined)	-0.6	3.5	-0.7	1.7	2.4	i	i	1.7	-385.8	i	-1.2
CC(C)C(=O)Nc1ccc(S(=O)(=O)Nc2ccccn2)cc1	-0.6	0.5	-0.5	1.1	-0.2	-5.0	-9.3	0.8	-2.2	-0.9	-0.5
NC1(C#Cc2ccc3oc(=O)c(-n4cc(C5(O)CCCCC5)nn4)cc3c2)CCCCC1	0.8	8.8	-1.0	1.2	-1.9	-24.1	-31.1	0.1	-7.5	-20.1	0.4
CC(C)Cn1c(N)c(C(=O)COC(=O)c2ccc(O)cc2O)c(=O)n(C)c1=O	-1.0	-26.4	-1.4	-0.4	-0.6	-3.1	-7.2	-1.0	4.8	0.8	-2.4
COC(=O)Cc1cc(=O)n(-c2nc3ccccc3[nH]2)[nH]1	1.3	-0.3	-0.5	0.3	-0.1	-27.4	-40.8	-1.0	1.3	0.0	0.7
COc1ccc(COC(=O)CCN=C2NS(=O)(=O)c3ccccc32)cc1F	1.0	5.1	-0.6	0.3	2.3	-1.1	-7.9	0.5	-5.1	-4.7	-2.1
COC(=O)COc1ccc(-c2nn(C)c(=O)c3ccccc23)cc1	0.3	9.2	-0.7	1.2	-0.4	5.2	4.5	-0.5	3.3	12.1	-0.2
CC(=O)C1C(c2ccccc2OC(F)F)NC(=O)NC1(O)C(F)(F)F (centres undefined)	-4.0	-5.1	-1.5	3.8	-2.0	-0.1	1.2	-0.8	-0.6	-3.2	-0.3
CCN(C(=O)C(C)Sc1nnc(-c2ccncc2)n1C)C1CCCCC1 (centres undefined)	0.7	15.0	-1.1	-0.9	-1.1	-3.2	-11.2	1.4	-1.2	-4.9	-0.3
CCCCOc1ccccc1/C=N/NC(=O)CC#N	-2.3	-20.1	-0.2	1.8	-0.3	-2.4	-1.6	-0.7	-2.1	-4.0	-0.2
Cc1cc(Cl)ccc1NNC(=O)c1c(C)noc1C	-0.7	-2.8	-1.2	-0.3	-0.3	4.2	-4.3	1.9	2.0	-1.8	1.1
CN(N=Cc1ccc(N(C)C)cc1)C(=O)c1ccccc1N	3.3	7.1	-1.0	x	1.2	1.4	1.9	x	-3.4	-9.5	2.2
COc1ccccc1N1CCN(CC(=O)c2c(C)n(C)c3ccccc23)CC1	-2.1	-2.5	-1.1	-0.7	-1.2	-1.9	-3.8	-0.4	-4.9	4.8	0.0
CC(C)C[C@H]1CNC(=O)C(=O)N1CC1CCN(CCc2ccccc2)CC1	-0.3	-2.6	-0.8	x	-1.2	4.0	5.3	x	3.5	3.7	1.4
O=C(NNC(=O)c1cc(-c2ccncc2)nc2ccccc12)c1ccccc1O	0.4	6.9	0.2	0.0	1.1	-5.2	-2.5	0.2	0.6	3.8	-1.2
Cc1ccc2nc(-c3ccc(N4C(=O)CC(N5CCN(CCO)CC5)C4=O)cc3)sc2c1 (centres undefined)	8.7	1.1	-0.1	3.6	3.7	-24.0	-27.0	-0.2	-73.5	-230.7	1.2
Cc1cc(C)cc(NC(=O)CCC(=O)N2CCSc3ccccc32)c1	0.1	-0.8	-1.8	-1.6	-3.7	2.6	-0.2	0.2	-1.2	-4.7	-0.9
O=C(CCS(=O)(=O)c1ccccc1)N1CCN(c2ccccc2F)CC1	12.8*	-2.1	-0.4	2.6	3.5	-2.0	-1.7	1.6	1.2	-3.5	7.0*
O=C(CNC(=O)c1ccco1)NNC(=O)c1n[nH]c(=O)c2ccccc12	1.2	11.5	-0.6	-1.9	2.4	5.3	0.6	1.2	1.6	-17.0	-0.1
CCOc1ccccc1C(=O)NCC(=O)NNC(=O)c1csc(N2CCOCC2)n1	0.3	-4.8	-1.4	-2.0	2.3	-5.2	-3.7	1.5	-2.2	-15.1	0.9
CO/N=C(/CS(=O)c1ccc(Br)cc1)c1ccc(OC)cc1 (centres undefined)	-0.5	-7.1	-1.5	1.1	-2.1	-0.6	4.3	1.9	-0.9	6.0	-1.1
CCCCn1c2c(c(=N)c3ccccc31)CCC2	-4.4	1.9	-1.8	-1.1	-2.0	0.1	-6.2	-1.5	-3.0	-1.8	-0.9
CCN(CC(=O)NCc1cccs1)C(=O)Cc1ccc(C)c(C)c1	0.3	3.6	-0.6	-0.6	-0.1	-1.9	-8.4	-0.6	-1.1	-13.7	-0.9
Cc1oc(-c2ccc(Cl)cc2)nc1CN1CCC(C(=O)NCCCN2CCOCC2)CC1	2.8	2.8	-0.7	0.0	0.6	-1.7	0.0	-0.2	-4.3	5.7	1.3
CCN(CC)CCn1c2c(c(SCC(=O)Nc3ccc(C(C)C)cc3)nc1=O)CCC2	2.3	10.2	-1.1	0.3	-0.2	1.5	0.3	0.7	-3.9	2.4	-0.8
Cc1ccc(S(=O)(=O)N2CCC(=O)N(C(COCc3ccccc3)C(C)C)CC2)cc1 (centres undefined)	-1.0	-10.9	-1.2	-1.6	-1.0	1.8	-1.6	-2.1	-0.5	2.9	-0.1

Screens from PubChem BioAssay.
